HCV inhibitor: qHTS Assay for Inhibitors of Hepatitis C Virus (HCV); Huh7.5.1 HCVcc-Cre infection, luciferase reporter, 44 h; Potency, µM (top dose mostly 41.8 µM), without a hit: at the highest dose activity change, negative = inhibition, hits mostly inhibitors; 340,000 tested, 3.4% active; note: potency is the fitted concentration of half-maximal effect
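1,000 cells/well; 4 h culture; + compound; + HCVcc-Cre (~0.5 moi); 44 h; luciferase substrate, RT 15 min; read 15 sec.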
LmPK inh: qHTS Assay for Inhibitors of Leishmania Mexicana Pyruvate Kinase (LmPK). 290,000 tested, 0.37% active. Potency, µM (series often up to 57.5 µM), for inactives: at the highest dose activity change, negative = inhibition, hits mostly inhibitors. Q27686. AID 1721, 2009. purified LmPK, Kinase-Glo ATP luminescence, 1 h; note: potency is the fitted concentration of half-maximal effect
Target sequence (Q27686 whole entry, looked up): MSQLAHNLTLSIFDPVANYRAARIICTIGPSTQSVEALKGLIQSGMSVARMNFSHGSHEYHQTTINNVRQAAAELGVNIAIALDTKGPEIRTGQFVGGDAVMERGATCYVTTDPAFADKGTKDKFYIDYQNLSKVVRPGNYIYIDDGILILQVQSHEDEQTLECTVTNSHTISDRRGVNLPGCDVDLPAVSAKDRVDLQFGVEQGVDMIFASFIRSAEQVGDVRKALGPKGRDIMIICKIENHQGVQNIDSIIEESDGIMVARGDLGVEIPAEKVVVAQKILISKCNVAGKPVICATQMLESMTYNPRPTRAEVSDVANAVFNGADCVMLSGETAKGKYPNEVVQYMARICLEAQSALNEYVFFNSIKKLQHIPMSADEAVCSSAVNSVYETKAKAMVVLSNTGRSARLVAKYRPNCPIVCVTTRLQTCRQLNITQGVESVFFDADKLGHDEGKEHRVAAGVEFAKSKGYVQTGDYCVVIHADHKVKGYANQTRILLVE
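Kinase-Glo luminescence read after 1 h RT reaction of 0.1 nM LmPK with 0.5 mM PEP and 0.1 mM ADP. Activity scaled between uninhibited and enzyme-free controls.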
Tb PYK inh: qHTS of Trypanosoma Brucei Inhibitors; 410,000 tested, 0.12% active; TbPYK enzyme, Kinase-Glo Plus ATP luminescence, 45 min; Potency, µM (doses to about 76.8 µM), without a hit: at the top dose activity, negative = inhibition, usual class: inhibitors; pyruvate kinase (Trypanosoma brucei), Q57TT1; note: potency is the fitted concentration of half-maximal effect; nearly all actives have a fitted effect of over 50% in size
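Glycolytic pyruvate kinase of T. brucei was incubated with substrate, test compound and 130 uM ADP for 45 minutes at room temperature. Luminescent Kinase-Glo Plus signal was measured after 10 minutes.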
HCMV inh: qHTS Assay for inhibitors of the human cytomegalovirus (HCMV). HFF cells, HCMV-luciferase reporter, 72 h; stronger effect = lower value. activity change, negative = inhibition, % at 57.5 µM. 410,000 tested, 4.5% active; in the data active = activity change below about -60%; inconclusive = no clear call, values can overlap the other calls; inactive = above about -39%
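Two compound doses tested in HFFs infected with HCMV-luciferase, MOI 1 PFU/cell, 72 h at 37C. Lysate luminescence read with OneGlo; data normalized against buffer-only and 10uM Salinomycin inhibitor controls.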
AmpC inh detg: qHTS Inhibitors of AmpC Beta-Lactamase (assay with detergent); P00811; AmpC hydrolysis of nitrocefin, absorbance 480 nm, 0.01% Triton; Potency, µM (series often up to 114 µM), without a hit: at the top dose activity change, negative = inhibition, usual class: inhibitors; 370,000 tested, 0.041% active;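 note: potency is the fitted concentration of half-maximal effect; 0% = no-compound wells and -100% = no-enzyme wells; nearly all actives have a fitted effect of over 25% in size; some results filed as inactive show a strong effect at the top dose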
Target sequence (P00811 whole entry, looked up): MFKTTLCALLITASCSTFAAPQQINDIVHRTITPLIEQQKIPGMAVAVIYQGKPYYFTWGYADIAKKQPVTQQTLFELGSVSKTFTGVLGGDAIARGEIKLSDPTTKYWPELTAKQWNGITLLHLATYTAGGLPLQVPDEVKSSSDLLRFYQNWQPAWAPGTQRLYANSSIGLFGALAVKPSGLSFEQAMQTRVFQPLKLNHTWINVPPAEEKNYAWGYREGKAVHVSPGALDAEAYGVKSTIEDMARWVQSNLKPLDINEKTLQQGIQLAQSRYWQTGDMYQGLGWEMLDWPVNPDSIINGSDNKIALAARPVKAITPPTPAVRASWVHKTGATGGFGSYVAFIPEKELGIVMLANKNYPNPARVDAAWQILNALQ
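20 mM phosphate pH 7.0 + 0.01% (detergent screen) or 0.0001% Triton X-100; 5.3 nM AmpC reagent; cpd preinc 15 min RT; nitrocefin (800 uM stock) to start; A480 q20 s × 4 min; Activity was normalised to no-enzyme and no-compound control wells.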
AmpC inh no detg: qHTS Inhibitors of AmpC Beta-Lactamase (assay without detergent). P00811. AmpC nitrocefin hydrolysis, absorbance 480 nm, 0.0001% Triton. Potency, µM (highest dose often 57.1 µM), inactives show at the highest dose activity change, negative = inhibition, hits mostly inhibitors. 330,000 tested, 0.52% active. AID 485341, 2010;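 note: potency is the fitted concentration of half-maximal effect; plate controls were no compound for no effect and no enzyme for full effect; nearly all actives have a fitted effect of over 20% in size; some results filed as inactive show a strong effect at the top dose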
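20 mM phosphate pH 7.0 + 0.01% (detergent screen) or 0.0001% Triton X-100; 5.3 nM AmpC reagent; cpd preinc 15 min RT; nitrocefin (800 uM stock) to start; A480 q20 s × 4 min; Activity was normalised to no-enzyme and no-compound control wells.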
AMA1-RON2 inh: qHTS for Inhibitors of AMA1-RON; Towards Development of Antimalarial Drug Lead: Primary Screen. Plasmodium falciparum AMA1 (3D7) - RON2 peptide interaction. AlphaScreen AMA1-biotinylated RON2 peptide binding. Potency, µM (doses to about 58.2 µM), for inactives: at the top dose activity change, negative = inhibition, usual class: inhibitors. 360,000 tested, 0.2% active. AID 720542, 2013;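 note: potency is the fitted concentration of half-maximal effect; 0% = vehicle wells and -100% = peptide control; nearly all actives have a fitted effect of over 45% in size; some results filed as inactive show a strong effect at the top dose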
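AMA1 (3D7) with his tag at 25 nM final met compounds first, then biotinylated RON2 peptide at 25 nM; detection used donor plus acceptor beads, 10 µg/mL apiece, read by AlphaScreen after 30 min at room temperature.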
The depositor's hits bear a star; ! = a repeat was not active; [ ] = another dose, or the depositor's remark. Unless noted, calls come from the whole dose curve; as a rule, active = well fitted curve in the direction sought with a large enough effect; inconclusive = small, poorly fitted or top-dose-only effect, or another doubt; inactive = no such curve, though single readings can be large; an effect the other way counts as inactive or inconclusive. Unless noted, % is set by controls: 0 for no effect and ±100 for the full control effect.

`C=C1C(=O)OC2C=C(CO)C3OC3C3OC3(C)CC(OC(=O)/C(=C/C)COC(C)=O)C12` (stereo not drawn) gave HCV inhibitor inconclusive, Tb PYK inh -9.7%, HCMV inh -100.4* and AMA1-RON2 inh 2.8%.
`COc1cc(C(=S)N2CCCC2)ccc1O` gave HCV inhibitor -8.7%, LmPK inh -1.6%, Tb PYK inh -20.0%, HCMV inh -18.6, AmpC inh detg -6.5%, AmpC inh no detg -15.1% and AMA1-RON2 inh -2.4%.
`COC(=O)c1ccccc1NC(=O)CCCn1nc(C)c2sc3ccccc3c2c1=O` gave Tb PYK inh -6.0%, HCMV inh 29.5 and AmpC inh detg -1.6%.
Screening COc1ccc([N+](=O)[O-])cc1NC(=O)C(C)OC(=O)Cc1ccc(OC)c(OC)c1 (stereo not drawn) returned HCV inhibitor -23.9%, Tb PYK inh 0.7%, HCMV inh -14.0, AmpC inh no detg 5.3% and AMA1-RON2 inh -6.9%[11.6 µM].
Screening CCOc1ccc(CCNC(=O)c2cc3c(-c4cccc(OC)c4)nn(C)c3s2)cc1OCC returned Tb PYK inh -3.1%, HCMV inh -62.8* and AmpC inh detg -6.9%.
Screening COCCNC(=O)C1CCCN(C(=O)c2ccc3c(c2)C(C)(C)CCC3(C)C)CC1 (stereo not drawn) returned Tb PYK inh 0.3%, HCMV inh 23.6 and AMA1-RON2 inh -0.3%.
CC(C)(C)c1ccc(S(=O)(=O)Nc2ccc(O)c(Sc3nc4ccccc4s3)c2)cc1 was read as Tb PYK inh -6.9%, HCMV inh -13.2 and AmpC inh detg -3.4%.
`Cc1cccc(CN2C(=O)c3ccccc3S(=O)(=O)c3ccc(C(=O)N(C)Cc4ccccc4)cc32)c1` gave Tb PYK inh -7.1%, HCMV inh -3.7 and AmpC inh detg -9.7%.
O=C(Nc1ccc(F)cc1F)NC1CCCc2ccccc21 (stereo not drawn) was read as HCV inhibitor -9.7%, LmPK inh 0.3%, Tb PYK inh 2.7%, HCMV inh -10.1, AmpC inh detg 3.1%, AmpC inh no detg -53.6% and AMA1-RON2 inh 4.8%.
For COc1ccc2c(C)c(C(=O)N3CC[C@@H](N4CCC(O)CC4)[C@H](O)C3)oc2c1 the results were HCV inhibitor -1.8%, LmPK inh 0.5%, Tb PYK inh -5.7%, HCMV inh 1.1, AmpC inh detg -0.6%, AmpC inh no detg -2.7% and AMA1-RON2 inh -3.4%.
O=C1NC(Cc2ccccc2)C(=O)Nc2ccc(Br)cc21 (stereo not drawn) was read as HCV inhibitor 11.4%, LmPK inh -4.5%, Tb PYK inh 10.1%, HCMV inh 65.1, AmpC inh detg -4.2%, AmpC inh no detg -39.3% and AMA1-RON2 inh -9.4%.
Screening O=C(CSc1ncnc2sc3c(c12)CCCC3)N1CCC(c2noc3ccc(F)cc23)CC1 returned HCV inhibitor 11.2µM*!, LmPK inh 1.1%, Tb PYK inh -2.8%, HCMV inh 11.0, AmpC inh detg -16.2%, AmpC inh no detg -14.7% and AMA1-RON2 inh 3.9%.
Screening COc1ccc(-c2cc(C(=O)N3CC4(C)CC3CC(C)(C)C4)no2)cc1 (stereo not drawn) returned HCV inhibitor -2.9%, LmPK inh 3.4%, Tb PYK inh -6.9%, HCMV inh -18.1, AmpC inh detg -9.3%, AmpC inh no detg -3.4% and AMA1-RON2 inh -5.5%.
Screening C/C(=N\NS(=O)(=O)c1cccc([N+](=O)[O-])c1)c1cc2ccccc2o1 returned HCV inhibitor 3.3%, LmPK inh 7.0%, Tb PYK inh 0.0%, HCMV inh -2.4, AmpC inh detg -12.5%, AmpC inh no detg -36.4% and AMA1-RON2 inh -0.5%.
For CCn1cc([N+](=O)[O-])c(C(=O)Nc2c(C)nn(Cc3c(F)c(F)c(F)c(F)c3F)c2C)n1 the results were HCV inhibitor inconclusive, LmPK inh -0.5%, Tb PYK inh 5.7%, HCMV inh -17.0, AmpC inh detg inconclusive, AmpC inh no detg 7.0% and AMA1-RON2 inh -4.4%.
Screening CN(C)S(=O)(=O)c1cccc(C(=O)OCC(=O)c2ccc3c(c2)NC(=O)CO3)c1 returned HCV inhibitor 19.4%, LmPK inh 3.7%, Tb PYK inh 1.7%, HCMV inh inconclusive, AmpC inh detg -3.2%, AmpC inh no detg -3.4% and AMA1-RON2 inh 0.0%.
Screening C=CCOc1ccc2ccccc2c1/C=N/O returned HCV inhibitor -11.6%, LmPK inh 2.0%, Tb PYK inh 4.2%, HCMV inh -17.3, AmpC inh detg inconclusive, AmpC inh no detg -27.4% and AMA1-RON2 inh 7.9%.
`CC(C)(Oc1ccc(Cl)cc1)C(=O)NC1CCN(Cc2ccccc2)CC1` gave HCV inhibitor inconclusive, Tb PYK inh -9.4%, HCMV inh -38.2, AmpC inh detg -12.8%, AmpC inh no detg 42.2% and AMA1-RON2 inh 52.4%[activator].
CCOC(=O)c1cccc(NC(=O)CSc2nnc(-c3cccnc3)n2CC)c1 was read as HCV inhibitor inconclusive, LmPK inh -1.0%, Tb PYK inh 2.8%, HCMV inh -3.5, AmpC inh detg 5.4%, AmpC inh no detg 21.5% and AMA1-RON2 inh -2.9%.
For Cc1ccc(N(C(=O)c2snc(C(N)=O)c2N)C(C(=O)NCC2CCCO2)c2ccc(C)o2)c(C)c1 (stereo not drawn) the results were HCV inhibitor inconclusive, LmPK inh 2.2%, Tb PYK inh -1.9%, HCMV inh -7.4, AmpC inh detg 9.4%, AmpC inh no detg 113.0%[activator] and AMA1-RON2 inh -1.4%.
`CCc1ccc2c(CC(=O)NNC(=O)c3ccncc3)coc2c1` gave HCV inhibitor 15.6%, Tb PYK inh 0.3%, HCMV inh -7.6, AmpC inh detg -5.6%, AmpC inh no detg -15.2% and AMA1-RON2 inh 91.3%[activator].
Cc1ccccc1N1CCN(C(=S)c2ccc(-c3ccc([N+](=O)[O-])cc3)o2)CC1 was read as HCV inhibitor -5.6%, LmPK inh 2.7%, Tb PYK inh -22.1%, HCMV inh inconclusive, AmpC inh detg -4.0%, AmpC inh no detg -35.3% and AMA1-RON2 inh inconclusive.
O=C(Cc1ccc(Cl)cc1)N/N=C1\CCCc2ccccc21 was read as HCV inhibitor inconclusive, LmPK inh 4.3%, Tb PYK inh 3.9%, HCMV inh inconclusive, AmpC inh detg -2.5%, AmpC inh no detg -24.8% and AMA1-RON2 inh 11.4%.
For CCCOC(=O)Cc1n[nH]c(=O)[nH]c1=O the results were HCV inhibitor -0.6%, LmPK inh -6.6%, Tb PYK inh -3.7%, HCMV inh 29.2, AmpC inh detg -1.7%, AmpC inh no detg -8.1% and AMA1-RON2 inh -2.4%.
Cn1ncc(Cl)c1C(=O)NNC(=O)Nc1cccc2ccccc12 was read as HCV inhibitor -8.4%, LmPK inh -4.5%, Tb PYK inh -5.2%, HCMV inh inconclusive, AmpC inh detg -13.2%, AmpC inh no detg -19.1% and AMA1-RON2 inh 96.4%[activator].
For COc1ccc(CNC(=O)/C=C/c2ccc(S(=O)(=O)NCc3ccco3)cc2)cc1OC the results were HCV inhibitor -31.1%, LmPK inh 0.8%, Tb PYK inh 1.2%, HCMV inh inconclusive, AmpC inh detg -8.6%, AmpC inh no detg -46.1% and AMA1-RON2 inh -2.4%.
For COc1cc2cc(C(=O)O)n(C)c2c(OC)c1OC the results were HCV inhibitor -9.6%, LmPK inh 0.4%, Tb PYK inh 3.7%, HCMV inh 6.2, AmpC inh detg -3.2%, AmpC inh no detg -13.5% and AMA1-RON2 inh -7.1%.
`Cc1ccc(CCNS(=O)(=O)c2ccc3c(c2)N(C)CCO3)cc1` gave HCV inhibitor 8.7%, LmPK inh -1.9%, Tb PYK inh -0.5%, HCMV inh 3.2, AmpC inh detg -1.5%, AmpC inh no detg -27.8% and AMA1-RON2 inh -2.7%.
`O=C(N/N=C/c1cccc(O)c1)c1ccc(NC(=O)C2CCCCC2)cc1` gave HCV inhibitor 0.8%, LmPK inh 3.9%, Tb PYK inh 3.1%, HCMV inh 9.2, AmpC inh detg -8.6%, AmpC inh no detg -47.8% and AMA1-RON2 inh 4.1%.
CCN(Cc1nc(-c2ccc(OC)cc2)oc1C)S(=O)(=O)c1ccc(C)cc1 was read as Tb PYK inh 0.0%, HCMV inh -16.5 and AmpC inh detg -7.8%.
Screening O=C(NCC1CC1)c1cccc2c1C(=O)c1ccc(N3CCCC3)cc1S2(=O)=O returned HCV inhibitor -11.0%, Tb PYK inh -1.8%, HCMV inh -18.8, AmpC inh no detg -4.6% and AMA1-RON2 inh 1.8%.
Screening O=[N+]([O-])c1ccc(Nc2ccc(F)cc2)nc1 returned HCV inhibitor -17.0%, LmPK inh 2.0%, Tb PYK inh -5.5%, HCMV inh -37.1, AmpC inh detg 10.6%, AmpC inh no detg -26.5% and AMA1-RON2 inh 0.8%.
Cc1nc2ccc(Cc3ccc4nc(C)[nH]c4c3)cc2[nH]1 was read as HCV inhibitor -7.3%, LmPK inh -5.6%, Tb PYK inh 2.5%, HCMV inh -4.1, AmpC inh detg -5.9%, AmpC inh no detg -28.7% and AMA1-RON2 inh 2.9%.
`CCn1c(Cc2ccccc2)nnc1SCC(=O)Nc1ccc2c(c1)OCCO2` gave HCV inhibitor 9.0%, LmPK inh -1.9%, Tb PYK inh 0.1%, HCMV inh -5.0, AmpC inh detg -12.4%, AmpC inh no detg -8.8% and AMA1-RON2 inh -2.5%.
CCOc1ccc(C(=O)NCC(=O)NCCCSc2ccccc2)cc1OCC was read as HCV inhibitor inconclusive, LmPK inh 5.8%, Tb PYK inh 2.9%, HCMV inh inconclusive, AmpC inh detg 2.6%, AmpC inh no detg 47.4% and AMA1-RON2 inh 4.6%.
Screening c1ccc(-c2nc3c4ccccc4ccn3c2CN2CCOCC2)cc1 returned HCV inhibitor inconclusive, LmPK inh -10.3%, Tb PYK inh -2.1%, HCMV inh 69.7, AmpC inh detg 4.9%, AmpC inh no detg 39.6% and AMA1-RON2 inh -5.3%.
`Nc1ccc(C(=O)OCC(=O)N2CCc3ccccc3C2)cc1[N+](=O)[O-]` gave HCV inhibitor 10.4%, LmPK inh 3.4%, Tb PYK inh -9.4%, HCMV inh -20.2, AmpC inh detg -2.8%, AmpC inh no detg -21.0% and AMA1-RON2 inh -19.3%.

Screens (PubChem BioAssay)
